RORa activator = activators of orphan receptor RORA, primary screen, cell-based, luminescence; Nuclear receptor ROR-alpha (Homo sapiens), P35398; CHO-K1 Gal4-RORA LBD luciferase reporter; percent increase over mock-subtracted basal signal; activation, % at 10 µM; 1.5% of 65,000 active; AID 560, 2006;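 active means activation above the mean of all tested compounds plus 3 SD, cut at about 49% in these data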;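 further: 0% = DMSO-treated RORA cells and 100% = added signal equal to DMSO minus mock-transfected cells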
5HT1a ag = human 5-HT1a receptor agonists, primary screen, cell-based, CHO, Ga15 NFAT-bla reporter; CHO 5-HT1a Ga15 NFAT-bla reporter, FRET ratio; 0% basal, 100% maximal reference agonist; activation, % at 10 µM; 0.56% of 65,000 active; AID 567, 2006;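 active means activation above the screen-wide mean activation plus 3 SD, cut at about 19% in these data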;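 further: 0% = DMSO wells and 100% = 5-CT at EC100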
MMP-13 inhibitor = human MMP13 inhibitors, primary screen, biochemical, FRET peptide cleavage | Collagenase 3 (Homo sapiens), P45452 | MMP-13 fTHP FRET cleavage, Mca fluorescence | inhibition, % at 4 µM | 0.07% of 65,000 active | AID 570, 2006;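 active means inhibition above the mean of compound-free control plate wells plus 3 SD, cut at about 14% in these data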;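 further: 0% = DMSO wells and 100% = wells with reference MMP-13 inhibitor after basal subtraction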
SF1 activator = activators of human SF-1, primary screen, cell-based, CHO-K1, Gal4-SF-1 LBD, luciferase luminescence; activation, % at 10 µM; 1.9% of 65,000 active; AID 522, 2006; Steroidogenic factor 1 (Homo sapiens), Q13285; CHO-K1 Gal4-SF-1 LBD luciferase reporter; % increase over DMSO SF-1-specific signal;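 active means activation above the mean activation of all tested compounds plus 3 SD, cut at about 50% in these data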
Target sequence (Q13285 whole entry, looked up, the tested form may be a part): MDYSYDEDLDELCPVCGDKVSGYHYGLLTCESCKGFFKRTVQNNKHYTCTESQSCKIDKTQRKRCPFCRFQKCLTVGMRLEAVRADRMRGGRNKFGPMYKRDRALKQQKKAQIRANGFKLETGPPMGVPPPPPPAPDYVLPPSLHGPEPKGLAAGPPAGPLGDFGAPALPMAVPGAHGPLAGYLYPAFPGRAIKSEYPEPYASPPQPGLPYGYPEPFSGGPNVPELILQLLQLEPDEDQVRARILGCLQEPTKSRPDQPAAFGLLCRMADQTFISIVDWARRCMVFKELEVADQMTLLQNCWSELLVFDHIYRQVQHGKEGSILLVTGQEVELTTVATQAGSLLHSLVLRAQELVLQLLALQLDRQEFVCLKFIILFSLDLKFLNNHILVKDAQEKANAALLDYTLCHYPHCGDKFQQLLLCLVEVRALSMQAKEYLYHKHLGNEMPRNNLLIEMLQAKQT
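Assay system – CHO-K1 cells with Gal4–hSF-1 LBD chimera plus Gal4-driven luciferase · Quantity – 4,000 cells per well · Times – compound added 1 h post-seeding, 20 h exposure at 37 °C, 5% CO2 · Measured by – luciferase light emission · Benchmarks – DMSO and mock-transfected background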
NADH enzymes = inhibitors of PK/LDH coupling enzymes, profiling panel, artefact control, biochemical, MLSMR library; coupled PK/LDH NADH assays, four targets; IC50, µM (doses to about 10 µM), for the others: top-dose inhibition; 0.02% of 65,000 active;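 active means single-dose screening hits from any of four coupled enzyme assays that gave an IC50 when retested across doses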;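 further: the DPM-DC format reads NADH fluorescence rather than 340 nm absorbance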
HTR1E agonist = 5-HT1E receptor agonists, primary screen, cell-based, HTS. 0.69% of 65,000 active. 5-hydroxytryptamine receptor 1E (Homo sapiens), P28566. CHO 5-HT1E Ga15 NFAT-bla reporter, FRET; 0% DMSO wells, 100% control agonist wells. activation, % at 6 µM;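 active means activation above a set limit, the screen-wide mean activation plus 3 SD, cut at about 8.5% in these data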;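 further: 100% = positive control agonist at 1 µM giving full maximal response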
Target sequence (P28566 whole entry, looked up): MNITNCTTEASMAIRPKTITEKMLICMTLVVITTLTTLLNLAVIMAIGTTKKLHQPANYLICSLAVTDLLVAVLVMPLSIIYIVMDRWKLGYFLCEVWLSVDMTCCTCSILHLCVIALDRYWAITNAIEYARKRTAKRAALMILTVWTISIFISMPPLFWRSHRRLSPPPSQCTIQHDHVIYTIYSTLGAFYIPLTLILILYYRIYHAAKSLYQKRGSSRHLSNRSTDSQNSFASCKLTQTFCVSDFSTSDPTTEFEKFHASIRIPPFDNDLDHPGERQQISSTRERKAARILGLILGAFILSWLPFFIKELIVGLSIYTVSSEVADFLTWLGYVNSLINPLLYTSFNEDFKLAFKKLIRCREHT
tolC growth inh = growth inhibitors of E. coli tolC mutant, primary screen, strain BW25113 ΔtolC::kan, 384-well; OD615; growth inhibition, % at 10 µM (by protocol); 2.2% of 65,000 active; AID 573, 2007;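 active means growth inhibition at or above a cutoff equal to the mean over every tested compound plus 3 SD, cut at about 60% in these data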;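 further: growth measured after 20 h incubation at 37 °C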
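test system = E. coli BW25113 ΔtolC::kan bacteria | medium = LB with kanamycin 50 µg/mL | signal = OD at 615 nm | schedule = 37 °C, 20 h exposure | evaluation = % inhibition of E. coli growth | compound dosing = one dose of 10 µM final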
5HT1a antag = human 5-HT1a receptor antagonists, primary screen, cell-based, CHO, Ga15 NFAT-bla reporter; CHO 5-HT1a Ga15 NFAT-bla reporter, antagonist mode; inhibition, % at 10 µM; 0.68% of 62,000 active;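 active means inhibition above the mean of all tested compounds plus 3 SD, cut at about 43% in these data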;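 further: receptor stimulated by 5-CT agonist at 100 nM near EC80; beta-lactamase reporter measured by ratiometric fluorescence of a cleavable substrate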
5HT1E antag = 5-HT1E receptor antagonists, primary screen, cell-based, HTS. 5-hydroxytryptamine receptor 1E (Homo sapiens), P28566. CHO 5-HT1E Ga15 NFAT-bla reporter, FRET, antagonist. inhibition, % at 6 µM. 0.99% of 65,000 active. AID 571, 2007;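 active means inhibition above a set limit, the mean inhibition across every tested compound plus 3 SD, cut at about 29% in these data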;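 further: signal is the 460 over 535 nm emission ratio of beta-lactamase substrate; 0% = agonist plus DMSO wells and 100% = wells without agonist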
* hit, by the source's call; / = no result given; [ ] = remark or other dose.

SMILES	RORa activator	5HT1a ag	MMP-13 inhibitor	SF1 activator	NADH enzymes	HTR1E agonist	tolC growth inh	5HT1a antag	5HT1E antag
CC1(C)CC(=O)c2sc(N)nc2C1	-7	-1.7	-68	-22	3%	-1.0	-18	2	2
COc1ccc(CNC(=O)c2cccc3c2C(=O)N(Cc2cccnc2)C3)cc1	-26	0.0	4	-5	8%	0.8	-5	-3	17
Cc1csc2ncc(C(=O)Nc3ccc(C(F)(F)F)cc3)c(=O)n12	-25	-1.1	-3	-2	4%	1.0	-14	-15	-11
O=C(Nc1ccc(Cl)cc1C(=O)Nc1ccccn1)c1ccco1	-4	2.1	2	-10	15%	0.5	9	0	15
O=C(O)c1cc(S(=O)(=O)Nc2ccc3oc(=O)sc3c2)ccc1O	-19	-1.4	-2	-4	9%	0.7	5	-27	7
Cc1c(C(=O)OCC(=O)N(CCC#N)c2ccccc2)oc2c1ccc1ccccc12	-1	-1.7	-25	-15	6%	0.3	14	-1	3
CCOC(=O)c1cc2c(=O)n3cccc(C)c3nc2n(CCOC)c1=NC(=O)c1ccncc1	16	-1.5	-28	8	6%	-0.7	-2	0	10
Cn1cccc1Cc1nnc(SCC(=O)N2CCOCC2)n1CCc1ccccc1	1	473*	-7	1	8%	0.8	-2	9	-7
O=C1c2oc3ccc(Br)cc3c(=O)c2C(c2cccc(F)c2)N1CCO (centres undefined)	-12	-1.7	1	-7	6%	-0.7	/	-18	5
COC(=O)CSC1=C(C#N)C(c2ccc(F)cc2)CC(=O)N1 (centres undefined)	-9	0.3	5	-1	1%	0.3	-3	-9	10
COc1cc(C2C(C(C)=O)=C(O)C(=O)N2CCc2c[nH]c3ccccc23)ccc1O (centres undefined)	21	-3.2	4	18	5%	1.7	-8	-1	-2
COc1cccc(OC)c1C(=O)n1nc(C)cc1C	-6	-0.5	-3	-1	3%	0.0	-2	-8	-3
CC(C)Sc1nc(N)c2c3c(sc2n1)CN(C)CC3	23	0.3	-20	16	11%	2.9	4	4	-6
CCOCCCN(C(=O)Nc1ccc(CC)cc1)C1CCN(C(C)=O)CC1	2	-2.6	-3	13	4%	-1.8	-12	-3	9
Cc1nnc2n(-c3ccccc3)c(=O)c3c4c(sc3n12)COC(C)(C)C4	-22	-0.2	-2	-11	4%	-0.3	12	/	-1

Additional records.
SMILES	RORa activator	5HT1a ag	MMP-13 inhibitor	SF1 activator	NADH enzymes	HTR1E agonist	tolC growth inh	5HT1a antag	5HT1E antag
O=C(CSc1nc2c(c(=O)n1-c1ccc(Br)cc1)SCC2)NCc1ccco1	3	1.0	2	-9	3%	-0.1	22	17	0
CCOC(=O)c1c(C)[nH]c(C(=O)C(C)OC(=O)c2cccc(OCc3c(C)noc3C)c2)c1C (centres undefined)	-56	10	5	-81	4%	0.9	43	6	11
O=c1[nH]c2c(c3c1CCCC3)CCCC2	-17	-3.7	-10	-3	6%	0.1	5	-2	1
COCCn1c(C)cc(C(=O)COC(=O)c2c(C)nn(Cc3ccccc3)c2C)c1C	31	0.5	0	15	6%	0.4	44	5	1
COCCn1cc(C(=O)NCCCN2CCC(C)CC2)c2c3ccccc3n(C)c2c1=O	13	-1.8	-48	10	8%	-1.3	-20	-10	1
CCC(CC)C(=O)NCCc1cc2cc(C)c(C)cc2[nH]c1=O	-9	-1.9	-6	8	7%	0.3	-11	-8	-2
Cc1cc(C)c(C2C(C#N)=C(N)Oc3n[nH]c(C)c32)cc1CN1CCCC1 (centres undefined)	8	-1.1	-4	4	5%	1.3	-17	3	11
O=c1[nH]c2ccsc2c(=O)n1-c1ccc(F)c(Cl)c1	-18	0.2	2	8	10%	-1.0	0	-8	-4
CCN(CC)C(=O)N1CCC(NC(=O)c2ccc(C(C)(C)C)cc2)CC1	7	1.4	0	-8	7%	-0.1	5	-20	-11
O=C(Nc1nc2n(n1)C(c1ccccc1)C=C(c1ccccc1)N2)c1ccco1 (centres undefined)	-12	-3.1	-20	-11	15%	-0.9	5	15	15
O=C(CN1CCN(S(=O)(=O)c2ccc(Cl)cc2)CC1)Nc1ccc(F)cc1F	6	-3.5	4	25	8%	-0.4	11	6	14
COc1cccc(-c2nn(C)c3sc(C(=O)NCc4ccccn4)cc23)c1	4	-1.2	-118[fluorescence artefact?]	0	7%[fluoresces]	-1.0	44	20	42*
Clc1ccccc1-c1nnn(Cc2ccc(-c3nn[nH]n3)cc2)n1	7	1.8	5	-15	3%	0.3	20	-3	-7
Cn1nnnc1SCC(=O)NC1CCCCC1	9	0.5	-2	7	2%	-0.8	-6	-6	-10
Cc1cc(=O)c2c(C)nn(-c3ccccc3)c2[nH]1	4	-0.8	-2	1	8%	-0.1	-6	10	-13

Following part:
SMILES	RORa activator	5HT1a ag	MMP-13 inhibitor	SF1 activator	NADH enzymes	HTR1E agonist	tolC growth inh	5HT1a antag	5HT1E antag
Cc1noc(C)c1C(=O)Nc1sc(C)c(C)c1C#N	-14	1.7	6	-1	4%	-0.8	4	-2	2
Cc1cc(SCC(=O)N2CCCC2)nc2ccccc12	-18	0.5	1	-3	6%	-0.6	17	-4	-6
Cc1ccc2c(c1)nnn2C1CCN(C(=O)NC23CC4CC(CC(C4)C2)C3)CC1	8	-0.2	-5	4	2%	0.7	-16	-10	-5
COc1cc(C)nc(NCc2ccccc2)n1	-1	1.1	3	-12	5%	0.3	10	-14	3
O=C1c2ccccc2C(=O)N1CCSc1nnc(-c2ccco2)n1Cc1ccccc1	3	-3.0	-8	12	1%	-0.2	14	8	-10
CCCCOC(=O)n1c(=O)oc2ccccc21	-7	-3.9	-5	2	2%	0.1	-19	9	-1
Cc1ccc2cc(CN(Cc3ccco3)C(=O)NCc3ccccc3)c(=O)[nH]c2c1C	-10	0.5	-6	-16	0%	0.5	1	-1	-10
COc1ccccc1C1/C(=C(/O)c2ccc(C)cc2)C(=O)C(=O)N1Cc1ccco1 (centres undefined)	18	1.2	3	24	10%	-2.5	6	/	14
CN1CCN(/C=N/c2sc3c(c2C#N)CCCCC3)CC1	34	1.2	8	54*	2%	-0.9	-3	/	7
Cc1cc(N2CCCC(C(=O)Nc3ccc4c(c3)CCC4)C2)n2ncnc2n1 (centres undefined)	-6	0.0	-5	-12	6%	0.8	18	0	9
CCN(CC)CCNc1nc2c(c(=O)n(C)c(=O)n2C)n1C/C=C(/C)Cl	2	1.6	2	13	7%	-0.4	-3	2	-5
C=CCN1CC(c2nc3ccccc3n2Cc2ccccc2)CC1=O (centres undefined)	6	-3.4	7	7	6%	1.1	13	8	-8
CCc1nc(SCC(=O)Nc2ccccc2C(=O)OC)n[nH]1	2	-0.5	-2	17	11%	0.6	2	-12	-5
CCCc1n[nH]c(=O)[nH]1	43	0.4	-9	2	2%	-1.0	-9	3	12
O=C(NCC1CCCO1)c1c(O)c2ccccc2[nH]c1=O (centres undefined)	22	-3.7	5	44	4%	0.1	3	0	-7

Among those listed so far, these contain two or more sulfur atoms.
SMILES	RORa activator	5HT1a ag	MMP-13 inhibitor	SF1 activator	NADH enzymes	HTR1E agonist	tolC growth inh	5HT1a antag	5HT1E antag
O=C(O)c1cc(S(=O)(=O)Nc2ccc3oc(=O)sc3c2)ccc1O	-19	-1.4	-2	-4	9%	0.7	5	-27	7
CC(C)Sc1nc(N)c2c3c(sc2n1)CN(C)CC3	23	0.3	-20	16	11%	2.9	4	4	-6
O=C(CSc1nc2c(c(=O)n1-c1ccc(Br)cc1)SCC2)NCc1ccco1	3	1.0	2	-9	3%	-0.1	22	17	0

(more compounds)
SMILES	RORa activator	5HT1a ag	MMP-13 inhibitor	SF1 activator	NADH enzymes	HTR1E agonist	tolC growth inh	5HT1a antag	5HT1E antag
Cc1ccc2[nH]c(=O)c(CN(CCN3CCOCC3)C(=O)Nc3ccccc3F)cc2c1	-17	3.1	-8	20	6%	-0.6	-8	1	9
c1ccc(CCc2nn3c(-c4ccncc4)nnc3s2)cc1	-19	1.9	0	-17	4%	0.8	-8	2	5
CCOC(=O)c1nnn(-c2nonc2OC)c1-c1ccccc1	4	0.1	2	-2	8%	-1.1	8	13	12
COC(=O)[C@H](Cc1ccccc1)NC(=O)N1CC(C)OC(C)C1 (some centres undefined)	-6	0.5	2	3	6%	0.0	2	1	-17
C=CCN1C(=O)C2(c3ccccc31)C1CCCC=C1C(C#N)=C(N)C2(C#N)C#N (centres undefined)	12	-1.3	6	-4	3%	-1.1	12	16	5
COc1ccc(CC(=O)n2c(CC#N)nc3ccccc32)cc1OC	-4	-3.5	4	-15	3%	0.0	14	/	5
Cc1ccc(NC(=O)c2cnccn2)c(OC(F)F)c1	4	0.7	2	-17	3%	-0.5	3	-7	-9
COc1ccc(CCNC(=O)c2ccncc2)cc1OC	18	1.6	2	-5	4%	-0.2	1	7	5
COc1ccc(OC)c(N(CC(=O)NCCSc2ccccc2)S(C)(=O)=O)c1	0	15	-1	2	3%	0.2	0	-3	-14
CCCCc1cc2c(c(NC(C)=O)n1)c(=O)oc1ccccc12	-14	1.6	-7	-12	4%	1.6	-9	-21	-3
CC(C)NC(=O)N(O)C1N(Cc2ccc3c(c2)OCO3)C(=S)SC1(C)C (centres undefined)	4	1.4	4	1	7%	-0.9	55	2	2
COC(=O)NC1(C(F)(F)F)NC(=O)N(C2CCCCC2)C1=O (centres undefined)	2	-3.1	-3	-19	2%	-0.6	-5	-4	3
CCc1nnc(SCc2ccc(OC(C)C)cc2)n1N	7	-2.6	-3	-5	6%	0.7	-24	3	-4
c1csc(-c2csc(-c3cccs3)n2)c1	30	-4.8	-7	63*	2%	-0.7	3	2	3
Cc1cc(NC(=O)c2ccc(Br)c(S(=O)(=O)N3CCCC3)c2)no1	-11	-1.5	-2	9	0%	-1.2	-8	20	20

Next results.
SMILES	RORa activator	5HT1a ag	MMP-13 inhibitor	SF1 activator	NADH enzymes	HTR1E agonist	tolC growth inh	5HT1a antag	5HT1E antag
CCCCCn1c(CN2CCCCC2CC)nc2c1c(=O)n(C)c(=O)n2C (centres undefined)	5	-0.5	-2	8	4%	0.6	3	-2	-10
CCc1cccc(NC(=O)C2CCCC2)c1	-4	-2.4	1	1	6%	-1.1	-2	0	-2
CCSc1nnc(N)s1	-20	-3.2	-7	-2	2%	-1.2	-17	-1	7
CCNS(=O)(=O)c1cc(S(C)(=O)=O)ccc1Cl	-1	1.7	4	9	5%	-0.6	-7	-1	0
COCCn1c(SCC(=O)OC(C)C)nnc1-c1ccccc1	-14	-0.1	-1	-8	4%	-1.1	-12	3	-1
OCCSc1ncnc2c1oc1ccccc12	-12	-1.6	-12	-13	4%	1.7	5	-11	-4
Cc1ccc(C(=O)Nc2cccc(C(=O)NCc3ccco3)c2)cc1	14	-1.0	-1	18	4%	0.3	14	4	12
Nc1cccc(-n2nncc2-c2ccccc2)c1	-4	-3.9	-2	-7	9%	-0.4	-12	2	-1
